Lipid droplet = inhibitors of hepatocyte lipid droplet formation, primary screen, imaging, high-throughput imaging, BODIPY stain. inhibition, % at 6.5 µM. AID 1656, 2009. actives 0.4% (n = 240,000). AML12 mouse hepatocytes, oleate lipid droplets;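 active = lipid droplet intensity inhibited by at least 50%, with more than 500 cells counted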
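Material: mouse AML12 hepatocyte cell line, fixed after treatment; Timing: compound with oleate, overnight; Technique: high-content imaging of BODIPY-stained droplets and DAPI nuclei; Probe or stimulus: oleate, 100 µM final; Dosing: compound at 6.5 µM only.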
Dynein transport = inhibitors of GR-EGFP nuclear translocation, primary screen, dynein cargo transport inhibitor project, imaging, high-content, 3617.4 mouse cells; test concentration mostly 20 µM; stimulated with dexamethasone, 1 µM; active compounds read low; z-score, hits read low; actives 0.47% (n = 220,000); AID 1381, 2008;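 active = plate z-score of nuclear minus cytoplasmic receptor signal below a set negative limit, without overly bright fluorescence or cell loss, cut at about -3.5 in these data, passing the limit was not always enough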;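 also: z-score of nuclear minus cytoplasmic ring GR-EGFP intensity difference per well; some compounds called inactive have numbers as strong as hits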
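Buffer or medium: tet-free, stripped-serum medium; reagent: dexamethasone at 1.0 µM final, 30 min; incubation: 48 h induction, 1 h compound, 30 min dex at 37 °C; measured by: formaldehyde fixation, Hoechst nuclear stain, 10x automated fluorescence imaging; read-out: nuclear-to-cytoplasmic GR-EGFP distribution per well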
bCat nuc transl = modulators of beta-catenin nuclear translocation, primary screen, imaging, HeLa cells, immunofluorescence, high-content | nuclear translocation activity, % at 5 µM | actives 0.3% (n = 190,000) | AID 1665, 2009;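 active = nuclear translocation activity above 50% at 5 µM, with a well cell count of 50 or more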;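 also: per-cell ratio of nuclear to cytoplasmic median beta-catenin stain intensity; plate controls were DMSO negative control for no effect and GSK-3 inhibitor IX positive control for full effect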
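System: HeLa cells, endogenous beta-catenin; compound dosing: 5 µM primary single dose, 0.1% DMSO, 0.02–20 µM confirmation series; incubation: 24 h compound exposure at 37°C, 5% CO2; signal: beta-catenin immunofluorescence imaging with DAPI; evaluation: % activation, nuclear-to-cytoplasmic median beta-catenin signal ratio per cell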
Salmonella PhoP GFP = inhibitors of PhoP regulon expression, primary screen, Salmonella Typhimurium, GFP reporter (AID 1863). one-dose inhibition, % at 50 µM; IC50 in µM for titrated hits. actives 0.16% (n = 300,000). S. Typhimurium PhoP-regulated promoter GFP reporter, 4 h; higher % means a stronger effect;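 active = inhibition over 29.93%, a cutoff 3 SD above the screen mean, later confirmed by dose response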;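 also: 0% = low Mg2+ inducing control and 100% = high Mg2+ repressing control; strong numbers were not always called active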
ER stress rescue = rescue of cells from ER stress-induced death, primary screen, 384-well, CSM14.1, thapsigargin, ATP luminescence (AID 1222). one-dose cellular ATP content (survival), % at 20 µM; EC50 in µM for titrated hits. 190,000 tested, under 10 active. CSM14.1 thapsigargin-induced death rescue, ATP luminescence; higher % means a stronger effect;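 active = EC50 below 50 µM in the dose-response confirmation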;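 also: death triggered by thapsigargin at about 15 µM added after 2 h compound pretreatment; cell ATP read after overnight thapsigargin exposure of roughly 18 to 22 hours; normalized against plate controls of thapsigargin alone and 5% DMSO vehicle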
Autophagy mod = autophagy modulators in MEF cells, primary screen, imaging, high-content, MEF GFP-LC3 | MEF GFP-LC3 puncta imaging; test concentration mostly 10 µM | calls only at 10 µM (by protocol) | actives 0.98% (n = 190,000) | AID 463193, 2010;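 active = percentage of spot-positive cells more than 3 SD above its plate mean, without a fluorescence outlier flag or 80% toxicity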;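 also: spot-positive cell cutoff set from DMSO-treated cells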
T cell HTS = modulators of CD8 T cell-vesicle binding, primary screen, mouse 2C CD8+ T cells, flow cytometry. 2C CD8+ T cell-vesicle binding; active compounds read low. calls only at 7 µM. actives 0.068% (n = 330,000);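 active = response, share of CD8 T cells binding vesicles, and their 90th percentile fluorescence all below set limits, cut at about 80% in these data, passing the limit was not always enough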
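Assay system: 2C TCR transgenic mouse naive CD8+ T cells, MACS-purified | Read-out: CD8+ gate FL2 mean fluorescence as % of same-row positive control | Signal: High-throughput flow cytometry with anti-B7-1 and anti-CD8 staining | Timing: Binding step 1.5 h, 37 °C, antibody labelling 20 min, ice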
MT stabilizer = microtubule stabilizers in HeLa cells, primary screen, imaging, high-content imaging. AID 2205, 2009. actives 0.83% (n = 200,000). HeLa tubulin immunostaining HCS, 24 h; share of cells brighter than vehicle mean+2SD. % tubulin-high responders, % at 10 µM;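 active = plate Z-score above 3 for both tubulin-high and condensed-nucleus cell shares, with cell loss under 80%, at 10 µM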;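 also: anti alpha tubulin signal scored within the nucleus-defined area of each cell; some results filed as inactive read as strong as hits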
Insulin prom up = insulin promoter activators in MIN6 cells, imaging, high-content screening, mouse beta cells. MIN6 insulin promoter-GFP reporter; active compounds read high. z-score at 5 µM. actives 0.3% (n = 190,000). AID 1625, 2009;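 active = z-score above 3 at 5 µM with at least 500 cells counted in the well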
Dynein transport cytoplasmic EGFP = recorded beside Dynein transport, whose call it bears; z-score; measured here: cytoplasmic GR-EGFP intensity; active compounds read high
Dynein transport nuclear GR-EGFP = further read-out of Dynein transport, marked with its call; z-score; measured here: nuclear GR-EGFP intensity;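 lower value marks the stronger effect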
Dynein transport cell count = also measured in Dynein transport; calls as there; z-score; measured here: cell count per field
Insulin prom up cell count = also measured in Insulin prom up; calls as there; cell count; measured here: cytotoxicity, nuclei count;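 total cells summed across four imaged fields per well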
Lipid droplet cells 6.5 µM = also measured in Lipid droplet; calls as there; cell count; measured here: cell count, cytotoxicity flag;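 cells counted across two imaged fields per well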
bCat nuc transl cell count 5 µM = also measured in bCat nuc transl; calls as there; cell count; measured here: cell count, cytotoxicity flag
T cell HTS vesicle-bound % = recorded beside T cell HTS, whose call it bears; double positive events, %; measured here: CD8+ vesicle-bound cell fraction;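 binding gate set so that unloaded-vesicle control wells show 10% double positive cells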
MT stabilizer Hoechst-high % = also measured in MT stabilizer; calls as there; % Hoechst-high responders; measured here: nuclear condensation Hoechst responders;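 share of cells brighter than vehicle mean plus two SD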
MT stabilizer cytotoxicity % = further read-out of MT stabilizer, marked with its call; toxicity, %; measured here: cytotoxicity by cell density;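 0% = mean cell density of plate MIN control wells and 100% = no cells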
Autophagy mod cell loss 18 h = also measured in Autophagy mod; calls as there; toxicity, %; measured here: cell loss, nuclei count;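 cell loss after 18 h compound exposure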
Numbers without * were called inactive; i = inactive; . = not tested or not shown; & = joins results of further samples.

| no. | Compound | Lipid droplet | Lipid droplet cells 6.5 µM | Dynein transport | Dynein transport cytoplasmic EGFP | Dynein transport nuclear GR-EGFP | Dynein transport cell count | bCat nuc transl | bCat nuc transl cell count 5 µM | Salmonella PhoP GFP | ER stress rescue | Autophagy mod | Autophagy mod cell loss 18 h | T cell HTS | T cell HTS vesicle-bound % | MT stabilizer | MT stabilizer Hoechst-high % | MT stabilizer cytotoxicity % | Insulin prom up | Insulin prom up cell count |
| --- | --- | --- | --- | --- | --- | --- | --- | --- | --- | --- | --- | --- | --- | --- | --- | --- | --- | --- | --- | --- |
| 1 | COC(=O)C1(C)NC(c2ccc(O)cc2)C2C(=O)N(c3ccc4c(c3)OCCO4)C(=O)C21 (stereo unspecified) | . | . | 0.91 | -0.19 | 0.64 | -0.73 | -5.8 | 938 | 5% | -1.1% | i | -19 | i | 39 | 2.5 | 2.4 | 12 | -0.12 | 1518 |
| 2 | O=C(CCN1CCc2ccccc2C1)Nc1ccc(F)c(F)c1 | -9 | 594 | 0.42 | -0.27 | 0.65 | 1 | -0.3 | 1268 | 16% | . | . | . | i | 32 | . | . | . | -0.16 | 1096 |
| 3 | COc1ccc(CC(=O)Nc2cccc(-c3ccc4nnc(C)n4n3)c2)cc1 | 9 | 711 | -0.49 | -0.15 | -0.23 | 0.29 | . | . | 8% | -1.2% | i | -9 | i | 41 | 1.6 | 2.5 | 6.0 | 0.58 | 1010 |
| 4 | COC(=O)C1=CN(C2CC2)C=C(C(=O)OC)C1c1ccccc1OC | . | . | 1.5 | -0.097 | 1.2 | -0.42 | -4.2 | 890 | 7% | -0.8% | i | 6 | i | 48 | 6.7 | 2.0 | 5.6 | 0.49 | 1159 |
| 5 | COc1ccccc1CCn1cc(C#N)c(=O)[nH]c1=O | . | . | -0.1 | -0.22 | -0.16 | 0.66 | 1.1 | 1284 | 4% | . | . | . | i | 31 | . | . | . | 0.27 | 1350 |
| 6 | C=C(Br)CN1CCN(CC(=C)Br)CC1 | 1 | 723 | -0.69 | 0.12 | 0.0052 | -0.97 | -0.1 | 1096 | 10% | -1.2% | i | 5 | i | 47 | 3.2 | 1.8 | 5.2 | -0.28 | 1387 |
| 7 | Cc1ccc(-n2ncc3c(=O)[nH]c(SCC(=O)N4CCCCC4)nc32)cc1 | -4 | 660 | -0.96 | -0.21 | -0.57 | 0.2 | -0.7 | 1066 | 7% | -1.9% | i | 14 | i | 24 | 2.7 | 3.3 | 9.3 | -0.66 | 1881 |
| 8 | COc1cc(OC)c(NC(=O)CC(C)=O)cc1Cl | 21 | 769 | 1.6 | 0.12 | 2.6 | -2.5 | -4.8 | 554 | -7% | 0.0% | i | -48 | i | 18 | 4.6 | 3.0 | 9.6 | 0.35 | 1190 |
| 9 | COc1ccc(-c2nc(-c3ccccn3)no2)cc1 | -3 | 699 | -0.5 | -0.17 | 0.22 | 0.21 | -0.3 | 1003 | . | -5.3% | i | 28 | i | 53 | 0.8 | 0.9 | 2.6 | 0.47 | 1455 |
| 10 | CCCC(O)(CCC)C(=O)NN(C(=O)CCl)c1ccccc1 | -19 | 677 | -1.7 | 0.19 | -1.4 | 0.41 | 0.5 | 1100 | -5% | -2.1% | i | 2 | i | 63 | 4.1 | 2.9 | 5.1 | 0.35 | 1364 |
| 11 | CCOc1ccc2nc(NC(=O)Cn3cnc4c3c(=O)n(C)c(=O)n4C)sc2c1 | . | . | -0.24 | -0.28 | 0.7 | 0.1 | -5.8 | 951 | -4% | -0.6% | i | 14 | i | 21 | 3.5 | 2.6 | 2.7 | . | . |
| 12 | Cc1ccccc1NC(=S)N1CCN(Cc2ccccc2)CC1 | 8 | 752 | -0.12 | -0.26 | -0.4 | -0.062 | 5.5 | 576 | 7% | -2.5% | i | -3 | i | 60 | 2.2 | 1.0 | 3.2 | -0.06 | 1211 |
| 13 | Cc1ccc(N/C=C(\[N+](=O)[O-])S(=O)(=O)c2ccccc2)cc1 | 6 | 749 | -1.6 | -0.17 | -0.84 | 0.51 | 1.5 | 1096 | 12% | -0.5% | i | 3 | i | 58 | 1.8 | 2.2 | 0.9 | -0.02 | 1340 |
| 14 | CCOC(=O)C1(CCOc2ccccc2)CCN(Cc2cccs2)CC1 | -11 | 748 | -0.8 | -0.3 | -0.59 | 0.94 | -1.4 | 963 | 4% | -0.7% | i | -18 | i | 24 | 2.7 | 2.3 | 3.0 | -0.6 | 1444 |
| 15 | COc1ccc(NC(=O)C2CCCN2C(=O)OCc2ccccc2)c(OC)c1 (stereo unspecified) | -25 | 674 | -0.25 | -0.23 | 0.29 | 0.83 | -2.0 | 1099 | 8% | . | i | -5 | i | 49 | 1.5 | 1.9 | 12 | -0.59 | 1352 |
| 16 | Cc1ccc(-c2nc3ccccc3s2)cc1S(=O)(=O)N1CCCC1 | 14 | 759 | -0.024 | -0.14 | -0.016 | -0.41 | . | . | 4% | 0.0% | i | -3 | i | 19 | 1.5 | 1.5 | 5.5 | . | . |
| 17 | O=C(CCn1c(=S)oc2ccccc21)N1CCCCC1 | 26 | 738 | -0.62 | -0.21 | -0.61 | 0.59 | 0.5 | 1040 | 7% | 0.1% | i | -9 | i | 41 | 3.4 | 1.9 | 8.1 | -0.17 | 1302 |
| 18 | Cn1c(C(=O)N2CCCC(C(=O)NCCCSC3CCCCC3)C2)cc2sccc21 (stereo unspecified) | . | . | 0.076 | -0.12 | 0.23 | -0.11 | 1.5 | 768 | -10% | 0.4% | i | 11 | i | 13 | 2.5 | 1.8 | 9.1 | -2.8 | 750 |
| 19 | COc1ccc(-c2nc(CSCC(=O)N3CCc4ccccc43)c(C)o2)cc1OC | . | . | -1.1 | -0.14 | -0.18 | 0.78 | . | . | -6% | 0.5% | i | 11 | i | 27 | 3.7 | 2.2 | 14 | . | . |
| 20 | COCCn1c(NCc2ccc(C)cc2)nc2c1c(=O)[nH]c(=O)n2C | -19 | 709 | -1.3 | -0.22 | -0.37 | 0.85 | -1.1 | 1182 | 10% | 0.3% | i | -7 | i | 25 | 2.0 | 1.8 | 2.8 | 0.56 | 1220 |
| 21 | Cn1nc(OC(=O)Nc2cccc(Cl)c2)cc1C(F)(F)F | 9 | 820 | -0.57 | -0.17 | -0.11 | 1.3 | . | . | -5% | -1.6% | i | -6 | i | 24 | 1.6 | 1.9 | 9.3 | 0.05 | 990 |
| 22 | CCOc1ccc(-n2cccc2C=O)cc1 | 1 | 727 | 0.56 | -0.26 | 0.097 | 0.095 | -0.9 | 1132 | 7% | -2.8% | i | 8 | i | 48 | 4.2 | 2.3 | 0.9 | 0.22 | 1472 |
| 23 | COc1cc2c(C(=O)N3CCN(C4CCCCC4)CC3)cn(CC(C)C)c(=O)c2cc1OC | . | . | -0.13 | 0.048 | 0.24 | 0.13 | -1.2 | 1391 | -6% | 0.2% | i | 2 | i | 58 | 3.3 | 3.4 | 7.5 | -0.73 | 1441 |
| 24 | O=C(CSc1nnnn1-c1ccccc1)Nc1ncc(Cc2ccccc2Cl)s1 | -25 | 441 | -0.45 | -0.31 | -0.45 | 0.57 | -0.9 | 1053 | -2% | -2.2% | i | -8 | i | 55 | 2.4 | 3.1 | 5.1 | 0.54 | 1622 |
| 25 | Cc1cccc2c1-c1sc(C(=O)Nc3ccccc3N3CCN(C)CC3)cc1CO2 | 21 | 669 | -1.1 | -0.23 | 0.14 | 0.31 | 0.0 | 1307 | 3% | . | . | . | i | 37 | . | . | . | . | . |
| 26 | O=C(c1ccc(F)cc1)C1CCN(CCn2c(=S)[nH]c3ccccc3c2=O)CC1 | 5 | 702 | . | . | . | . | 0.0 | 1080 | 4%&-6% | 0.2% | . | . | i | 11 | . | . | . | 0.01 | 1398 |

2 records drawn at random from the list so far:
| no. | Compound | Lipid droplet | Lipid droplet cells 6.5 µM | Dynein transport | Dynein transport cytoplasmic EGFP | Dynein transport nuclear GR-EGFP | Dynein transport cell count | bCat nuc transl | bCat nuc transl cell count 5 µM | Salmonella PhoP GFP | ER stress rescue | Autophagy mod | Autophagy mod cell loss 18 h | T cell HTS | T cell HTS vesicle-bound % | MT stabilizer | MT stabilizer Hoechst-high % | MT stabilizer cytotoxicity % | Insulin prom up | Insulin prom up cell count |
| --- | --- | --- | --- | --- | --- | --- | --- | --- | --- | --- | --- | --- | --- | --- | --- | --- | --- | --- | --- | --- |
| 7 | Cc1ccc(-n2ncc3c(=O)[nH]c(SCC(=O)N4CCCCC4)nc32)cc1 | -4 | 660 | -0.96 | -0.21 | -0.57 | 0.2 | -0.7 | 1066 | 7% | -1.9% | i | 14 | i | 24 | 2.7 | 3.3 | 9.3 | -0.66 | 1881 |
| 25 | Cc1cccc2c1-c1sc(C(=O)Nc3ccccc3N3CCN(C)CC3)cc1CO2 | 21 | 669 | -1.1 | -0.23 | 0.14 | 0.31 | 0.0 | 1307 | 3% | . | . | . | i | 37 | . | . | . | . | . |

High-throughput results as filed in PubChem BioAssay.
